NPR2 activator = GC-B (human) receptor activation; HEK293-GC-B cells, CNP EC30, cGMP TR-FRET; 0% at EC30 CNP, 100% saturating CNP; activation, % at 10 µM; hit rate 0.11% among 370,000;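 active means activation at 10 µM reaching about 35% in either raw or pattern-adjusted values, limit read from the data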
mABHD4 FP = ABHD4 (mouse) inhibition, primary FP screen | Q8VD66 | purified mABHD4, FP-Rh probe fluorescence polarization | inhibition, % at 8.92 µM | hit rate 0.54% among 370,000;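 active means inhibition exceeding the mean over every tested compound plus 3 SD, cut at about 30% in these data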;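 further: 0% = plate median of compound wells and 100% = S159A mutant with DMSO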
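Assay system: Wild-type mouse ABHD4 protein | Medium: HEPES pH 7.0 buffer, 150 mM NaCl, 0.01% Pluronic F-127 | Incubation: Enzyme–compound pre-incubation 45 min, then probe 60 min, both 25 °C | Technique: Fluorescence polarization with parallel and perpendicular emission, 525/598 nm | Evaluation: % inhibition of FP-Rh probe binding versus controls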
LEDGF integ inh = blocks HIV-1 LEDGF/p75-dependent DNA integration. TR-FRET IN-LEDGF/p75 DNA integration, Eu/Cy5. inhibition, % at 3.7 µM. hit rate 0.64% among 370,000. AID 743269;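 active means inhibition above the screen-wide mean plus 3 SD, cut at about 13% in these data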;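 further: signal is the Cy5 over europium emission ratio at 671 and 618 nm; 0% = plate median of compound wells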
SIAE primary = blocks human sialic acid acetylesterase. AID 1053197. Q9HAT2. SIAE FP-Rh probe binding, fluorescence polarization. hit rate 0.69% among 370,000. inhibition, % at 9.66 µM;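 active means inhibition above a cutoff: mean of compounds within the control limits plus 3 SD of those, cut at about 17% in these data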;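 further: 0% = plate median of compound wells and 100% = probe without SIAE protein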
Target sequence (Q9HAT2 whole entry, looked up): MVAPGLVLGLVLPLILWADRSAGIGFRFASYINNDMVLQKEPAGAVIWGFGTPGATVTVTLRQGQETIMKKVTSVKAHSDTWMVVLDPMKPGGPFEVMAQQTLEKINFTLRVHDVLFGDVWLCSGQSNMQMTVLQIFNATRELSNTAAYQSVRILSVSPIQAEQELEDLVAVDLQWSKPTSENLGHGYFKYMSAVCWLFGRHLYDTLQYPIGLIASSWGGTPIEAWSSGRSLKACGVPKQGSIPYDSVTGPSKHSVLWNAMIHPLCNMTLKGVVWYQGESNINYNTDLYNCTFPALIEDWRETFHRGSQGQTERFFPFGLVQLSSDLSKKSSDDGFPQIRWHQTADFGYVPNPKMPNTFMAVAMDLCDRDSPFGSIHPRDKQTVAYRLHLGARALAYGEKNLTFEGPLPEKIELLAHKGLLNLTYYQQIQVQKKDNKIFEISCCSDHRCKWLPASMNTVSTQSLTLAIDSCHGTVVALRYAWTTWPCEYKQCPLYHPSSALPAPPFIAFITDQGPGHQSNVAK
rCAG RNA binder = r(CAG) repeat RNA binding; TO-PRO-1 dye displacement fluorescence; inhibition, % at 3 µM; hit rate 1.3% among 370,000;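 active means inhibition above the plate cutoff, the mean of all test compounds on that plate plus 3 SD, cut at about 35% in these data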;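 further: 0% = DMSO alone and 100% = 100 µM mitoxantrone as full dye displacement; higher means more dye released from RNA so lower well fluorescence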
TCR CD3 inh = human TCR-CD3 binding inhibition; hit rate 0.37% among 360,000; TAMRA-labeled TCR probe fluorescence, biochemical; inhibition, % at 9.4 µM; in the data active means inhibition above about 19%;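 further: recombinant mutant TCR 2C K166C tagged with TAMRA read by polarization; 0% = receptor in buffer alone and 100% = receptor with positive control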
MBD2 DNA inh = inhibitors of human MBD2 binding to methylated oligonucleotide | inhibition, % at 4.4 µM | hit rate 0.31% among 370,000 | Q9UBB5 | TR-FRET; in the data active means inhibition above about 13%
PRMT1 inh = PRMT1 (human) inhibition, primary screen; Q99873; recombinant PRMT1, activity-based probe fluorescence polarization; inhibition, % at 2.79 µM; hit rate 1.3% among 370,000; AID 652257;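 active means inhibition above about 21% made by adding two undisclosed values, limit read from the data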
HTRA1 inh = HTRA1 (human) protease inhibition | Q92743 | recombinant HTRA1, FP-rhodamine activity-based probe, fluorescence polarization | inhibition, % at 5.96 µM | hit rate 0.5% among 340,000 | AID 504803; in the data active means inhibition above about 36%;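 further: 0% = enzyme with DMSO and 100% = wells lacking enzyme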
Target sequence (Q92743 whole entry, looked up): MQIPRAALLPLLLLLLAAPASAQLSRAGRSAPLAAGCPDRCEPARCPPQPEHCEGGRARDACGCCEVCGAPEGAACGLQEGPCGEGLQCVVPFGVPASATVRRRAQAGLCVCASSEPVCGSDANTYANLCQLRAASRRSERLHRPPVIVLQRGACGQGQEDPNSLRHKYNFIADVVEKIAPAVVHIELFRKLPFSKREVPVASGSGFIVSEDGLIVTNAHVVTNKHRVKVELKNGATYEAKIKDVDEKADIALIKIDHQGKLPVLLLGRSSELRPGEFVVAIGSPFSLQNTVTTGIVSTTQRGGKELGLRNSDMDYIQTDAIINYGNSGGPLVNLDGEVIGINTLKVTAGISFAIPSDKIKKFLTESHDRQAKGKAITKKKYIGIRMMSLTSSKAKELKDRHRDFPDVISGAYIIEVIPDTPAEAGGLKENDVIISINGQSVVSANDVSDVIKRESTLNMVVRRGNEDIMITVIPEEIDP
TDP2 inh = blocks human TDP2 phosphodiesterase activity. hit rate 0.34% among 370,000. inhibition, % at 12.8 µM. O95551. AID 720702. recombinant TDP2, T5PNP hydrolysis, p-nitrophenol absorbance 415 nm;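 active means inhibition above the mean of all tested compounds plus 3 SD, set per campaign, cut at about 25% in these data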;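 further: 0% = DMSO with enzyme and 100% = buffer with substrate but no TDP2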
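Evaluation: % inhibition relative to enzyme-containing and enzyme-free wells. Material: recombinant human TDP2. Benchmarks: enzyme-free and DMSO wells. Timing: enzyme reaction with compound for 2 h at 37 °C. Compound dosing: 12.8 µM only. Measured by: p-Nitrophenol epi absorbance. Reagent: T5PNP substrate at 5 mM, a TopII-DNA adduct mimic. Replication: single well per compound.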
Active calls of the source: *; . = no result given. These rows are one share of the data (hit frequency here may not be typical).

SMILES	NPR2 activator	mABHD4 FP	LEDGF integ inh	SIAE primary	rCAG RNA binder	TCR CD3 inh	MBD2 DNA inh	PRMT1 inh	HTRA1 inh	TDP2 inh
COc1cc(/C=C/C(C)=NNc2ccccc2)ccc1O	-0.1	4.7	3.8	6.0	4.6	4.2	-3.5	3.6	10.9	-10.9
CCOCCn1c(CN2CCCCC2)nc2c1c(=O)n(C)c(=O)n2C	-4.3	-5.2	1.9	-1.5	0.6	3.8	-4.1	-3.9	-0.1	-0.3
[O-]/[N+](=N\Nc1ccc(Cl)cc1)c1ccccc1	0.2	3.2	1.6	-1.1	3.9	5.8	-3.5	-0.6	-5.7	9.6
Cc1cc(C)c2cc(CN(Cc3nnnn3Cc3ccc(F)cc3)C3CCCC3)c(=O)[nH]c2c1	-0.8	5.5	-0.8	2.8	5.2	4.6	-5.0	2.0	-6.6	-7.3
Cc1ccc(C(=O)CC(=O)COc2ccc(Cl)cc2)cc1	0.4	-4.5	-0.9	5.6	1.7	3.2	-3.8	-0.1	11.6	-10.4
CCCCCCCCN1C(=O)[C@H](CC(=O)N2CCC(c3ccccc3)CC2)C[C@@]2(C(=O)OC)CCCCC=C12	3.9	0.4	-2.1	4.7	1.8	-1.1	2.3	-0.1	.	10.7
O=C1CSC(=Nc2ccc(Cl)cc2)N1Cc1cccnc1	-1.2	3.3	1.4	-3.8	-10.8	-7.0	2.6	-0.9	-2.6	2.1
Cc1ccc(Oc2ccc(S(=O)(=O)Nc3ccc(C(=O)O)cc3)cc2)cc1	0.2	-52.6	-0.1	1.9	12.9	-1.6	7.5	4.3	-6.0	-13.1
CCOC(=O)C1=C(C)NC(C)=C(C(=O)OCC)C1c1ccc(C)o1	-12.1	-1.0	0.8	2.9	-1.2	7.0	-1.2	0.4	2.0	-10.2
Cc1nc(SCC(=O)c2ccccc2)c(C#N)c(-c2ccco2)c1C(=O)NCc1ccco1	4.2	-2.8	2.0	-5.9	12.8	-0.4	3.3	5.2	-31.5	-1.1
C=CCOc1ccc(CNc2nccs2)cc1	-1.1	2.5	3.0	-3.5	0.7	0.5	3.3	0.1	5.6	-1.6
C=Cc1ccc(Cn2c(C)c(C(=O)NCc3ccc(Cl)c(Cl)c3)sc2=O)cc1	1.8	-1.8	2.2	-30.4	2.1	-0.4	-2.9	-4.7	.	8.9
c1ccc2c(c1)CCc1c-2nc2ccccc2c1N1CCOCC1	14.0	-11.0	5.3	3.9	0.9	9.2	2.0	-2.1	-23.1	-20.4
Nn1c(-c2ccccn2)nnc1-c1ccccn1	7.2	0.5	0.9	0.1	1.7	2.4	4.2	-2.5	7.5	-2.2
COc1ccc(N2C(=NC(=O)c3ccccc3)SC3CS(=O)(=O)CC32)cc1 (centres undefined)	-5.2	-0.5	2.3	-2.1	1.1	-4.9	-4.1	-0.4	5.5	-1.1
CC(Sc1nncn1C)C(=O)Nc1nnc(-c2ccccc2)s1 (centres undefined)	-2.7	-0.7	4.1	2.9	0.1	7.1	-5.7	-5.5	-2.7	8.5
CC(C)NC(=O)c1ccccc1NC(=O)/C=C/c1ccc([N+](=O)[O-])cc1	1.4	-1.5	1.7	5.9	0.0	3.4	3.6	-1.2	-0.6	13.4
COc1ccc(NC(=O)CC2C(=O)N(c3ccc(F)cc3)C(=S)N2NC(=O)c2ccccc2)cc1 (centres undefined)	4.9	-0.1	0.9	4.6	2.3	-8.3	0.1	0.1	6.0	-2.5
O=C(CC(Nc1ccc(Cl)cc1Cl)C(=O)O)c1ccccc1 (centres undefined)	-0.7	1.4	3.8	0.6	2.6	-2.1	2.6	39.0*	-0.7	-2.6
O=C(NC1CCCCC1)C(c1ccco1)N(Cc1cccs1)C(=O)Cn1nnc2ccccc21 (centres undefined)	-6.1	-1.1	-1.2	0.4	-4.0	2.9	-1.3	-2.2	-7.2	1.7
CCc1ccccc1NC1c2ccccc2C(=O)N1c1cc(C)ccn1 (centres undefined)	-4.8	0.9	-0.8	-2.1	1.3	-3.7	0.6	-1.0	-5.0	5.0
Cc1noc(C)c1COc1ccc(C(=O)NCC2CCCO2)cc1 (centres undefined)	-1.0	6.7	0.6	4.5	0.7	-6.5	0.6	2.1	1.4	5.8
CC(C)OP(=O)(OC(C)C)C(NC(=O)c1cccc([N+](=O)[O-])c1)C(N)=O (centres undefined)	1.6	-4.9	-0.3	0.5	-3.7	-3.8	0.6	0.6	2.9	11.5
O=C(NCc1cccnc1)C1CCC(CNS(=O)(=O)c2ccc(Cl)cc2)CC1 (centres undefined)	-1.4	0.0	2.2	-2.3	-4.9	-8.7	-2.0	0.4	3.1	11.5
CCc1nc(SCc2ccc(F)cc2)[nH]c(=O)c1C#N	-0.9	-14.7	2.2	11.3	9.9	2.1	6.3	-0.3	-12.5	-6.0
CC1=C(O)C(=O)OC1c1c(Cl)cccc1Cl (centres undefined)	4.5	5.0	-1.2	5.2	0.6	1.4	-2.2	-1.5	0.1	-0.2
CSc1cccc(NC(=O)c2cc(S(=O)(=O)N3CCc4ccccc43)cn2C)c1	-20.1	-16.9	-2.5	-87.6	14.8	-11.8	0.1	1.0	-87.4	6.6
CC(=O)N1CCN(c2ccc(Oc3nnnn3-c3ccccc3)cc2)CC1	-6.4	3.4	3.1	4.7	-5.1	-0.1	1.7	1.4	6.9	-11.6
O=C1CN(C(=O)N[C@@H](Cc2ccccc2)C(=O)N[C@H](C(=O)O)c2ccccc2)c2ccccc2N1	6.8	4.5	-0.6	-2.4	2.4	3.8	-7.0	1.4	-5.0	12.3
CC(=O)c1ccc(N(CC(=O)NC2CCS(=O)(=O)C2)S(=O)(=O)c2ccc(C)cc2)cc1 (centres undefined)	-2.1	-5.2	-0.3	1.2	0.3	-8.3	-1.2	-1.7	-2.2	-6.3
N#C/C(=C\c1cccnc1)c1ccc(Br)cc1	-6.2	-1.8	-5.4	-4.6	-3.6	-4.7	-0.1	-1.8	-1.9	11.4
COc1ccccc1C(=O)OC(C)CN1CCN(C)CC1 (centres undefined)	3.6	5.3	-1.4	-3.8	-3.9	-3.4	4.2	2.1	-7.6	2.6
CCC(C)NC(=O)c1nc2c(nnn2Cc2ccccc2Cl)c(=O)[nH]1 (centres undefined)	-2.9	-0.2	5.1	-5.3	7.8	-1.6	-1.5	-1.8	-0.9	8.2
Cc1cc2nc3ccc(N(C)C)cc3nc2cc1N	-2.7	56.8*	30.7*	29.7*	-7.6	93.0*	-2.2	69.5*	66.0*	-2.1
N#Cc1c(N)nc(SCC(=O)NC2CCCCC2)c(C#N)c1-c1ccc(Cl)cc1	0.7	-14.4	6.1	-6.5	2.2	0.2	7.2	0.0	-3.3	-9.2
N=c1c2ccccc2nnn1-c1ccccc1[N+](=O)[O-]	2.0	0.5	-0.5	7.3	0.1	-4.8	-10.6	-1.1	-0.6	-0.4
Cc1cc(NC(=O)COC(=O)c2ccc(S(=O)(=O)N3CCCC3)cc2)no1	9.4	-1.9	-2.5	6.3	-1.9	-1.0	1.0	0.3	-6.9	2.5
CCC(C)(C)NC(=O)C(c1cccc(OC)c1OC)N(CCOC)C(=O)CCC(=O)Nc1cc(C)on1 (centres undefined)	-3.1	-0.2	-6.5	4.8	-3.3	-7.3	-1.4	2.8	-5.4	-5.2
CC(Oc1ccccc1F)C(=O)NC1CCS(=O)(=O)C1 (centres undefined)	1.8	3.3	1.5	-4.4	-1.5	9.1	1.9	-3.6	0.6	8.2
COc1cc(/C=N/n2nnnc2N)cc(Cl)c1OC	-6.0	0.5	1.4	2.9	-0.4	6.0	-1.6	-1.5	-0.1	2.9

2 of the compounds above, comma-delimited:
SMILES,NPR2 activator,mABHD4 FP,LEDGF integ inh,SIAE primary,rCAG RNA binder,TCR CD3 inh,MBD2 DNA inh,PRMT1 inh,HTRA1 inh,TDP2 inh
CC(C)OP(=O)(OC(C)C)C(NC(=O)c1cccc([N+](=O)[O-])c1)C(N)=O (centres undefined),1.6,-4.9,-0.3,0.5,-3.7,-3.8,0.6,0.6,2.9,11.5
O=C(NCc1cccnc1)C1CCC(CNS(=O)(=O)c2ccc(Cl)cc2)CC1 (centres undefined),-1.4,0.0,2.2,-2.3,-4.9,-8.7,-2.0,0.4,3.1,11.5

Later entries:
SMILES	NPR2 activator	mABHD4 FP	LEDGF integ inh	SIAE primary	rCAG RNA binder	TCR CD3 inh	MBD2 DNA inh	PRMT1 inh	HTRA1 inh	TDP2 inh
CSC(=O)CC(=O)NC(=O)c1ccccc1	1.9	4.7	3.4	-2.9	5.6	4.9	-0.2	2.5	1.0	3.4
O=C(O)CC12CC3CC(C1)CC(n1cncn1)(C3)C2	-0.1	-5.5	1.2	-5.2	3.1	1.6	1.4	3.2	7.9	6.6
COc1cccc(Oc2ccc(OC)cc2C(=O)O)c1	0.6	4.7	0.8	1.2	-0.7	-2.0	6.2	2.5	17.4	3.2
CCOC(=O)c1ccc(NS(=O)(=O)c2ccc(-c3coc(C)n3)cc2)cc1	3.1	-4.1	2.5	-0.4	10.8	-0.3	-3.4	-7.1	-8.0	-15.1
O=C(NCc1ccccc1)c1ccc(-c2cn[nH]c2)c2ccoc12	-5.6	-8.0	-2.0	-8.5	3.2	-2.7	1.9	1.7	.	2.0
Cc1ccc(CONS(=O)(=O)c2cc(C)ccc2C)cc1	6.0	-10.3	1.2	-17.9	1.6	0.8	-2.5	-1.0	-22.4	0.1
O=C(CCCOc1ccc(Cl)cc1)Nc1nncs1	-2.3	-7.6	2.1	-3.0	-0.7	3.9	0.2	1.9	3.3	-1.5
C=CCC(=O)N1CCCC(CO)(Cc2ccc(F)cc2F)C1 (centres undefined)	6.6	-2.9	-0.3	2.0	-5.6	6.0	-3.2	0.3	-1.1	-10.7
O=C(Nc1cccnc1)/C(N=Nc1ccc(Cl)c(C(F)(F)F)c1)=C(\O)c1ccccc1	-0.6	1.4	-2.1	5.8	0.8	3.6	-3.5	-1.2	3.2	-6.0
CC1CCCCN1S(=O)(=O)c1ccc2c(c1)CCN2C(=O)CCC(=O)O (centres undefined)	2.6	5.7	-0.6	3.5	0.3	-2.0	5.5	-3.0	-1.2	10.7
Cc1c(NP(=O)(Oc2ccccc2F)Oc2ccccc2F)c(=O)n(-c2ccccc2)n1C	-0.3	3.6	-1.1	-1.2	-8.3	4.6	-3.6	-0.5	2.6	-1.7
O=C(NCC1CCN(S(=O)(=O)c2ccccc2)CC1)Nc1ccccc1	-2.4	1.2	-0.9	-0.7	1.7	-4.2	1.5	2.7	-6.1	18.4
O=C1CC(N2CCOCC2)=NN1c1ccc([N+](=O)[O-])cc1	-0.4	6.8	2.6	11.1	8.2	-3.3	-5.7	3.5	12.8	65.0*
Cc1ccc(S(=O)(=O)NCC(=O)OCC(=O)NC2CCCCC2)cc1	1.5	-0.2	-0.9	-4.7	0.4	2.8	-3.1	-1.3	3.7	-4.8
CCOC(=O)C1=C(O)/C(=C\c2cc(C)n(-c3ccc(F)cc3)c2C)N=C1C	-4.2	3.9	2.1	0.7	10.6	-8.8	-4.9	8.9	13.7	8.8

Looked up above:
Cc1ccc(S(=O)(=O)NCC(=O)OCC(=O)NC2CCCCC2)cc1 – NPR2 activator: 1.5
CCOC(=O)c1ccc(NS(=O)(=O)c2ccc(-c3coc(C)n3)cc2)cc1 – TCR CD3 inh: -0.3

Screening results as filed in PubChem BioAssay.
